Screens: PubChem, several laboratories
LEDGF integ inh – blocks HIV-1 LEDGF/p75-dependent DNA integration; TR-FRET IN-LEDGF/p75 DNA integration, Eu/Cy5; inhibition, % at 3.7 µM; 370,000 tested, 0.64% active; AID 743269;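 active = inhibition above the screen-wide mean plus 3 SD, cut at about 13% in these data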;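 also: signal is the Cy5 over europium emission ratio at 671 and 618 nm; 0% = plate median of compound wells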
PRMT1 FP inh – blocks human protein arginine methyltransferase 1; Q99873; recombinant PRMT1, activity-based probe fluorescence polarization; inhibition, % at 2.79 µM; 370,000 tested, 1.3% active;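 active = inhibition above about 21% made by adding two undisclosed values, limit read from the data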
Target sequence (Q99873 whole entry, looked up): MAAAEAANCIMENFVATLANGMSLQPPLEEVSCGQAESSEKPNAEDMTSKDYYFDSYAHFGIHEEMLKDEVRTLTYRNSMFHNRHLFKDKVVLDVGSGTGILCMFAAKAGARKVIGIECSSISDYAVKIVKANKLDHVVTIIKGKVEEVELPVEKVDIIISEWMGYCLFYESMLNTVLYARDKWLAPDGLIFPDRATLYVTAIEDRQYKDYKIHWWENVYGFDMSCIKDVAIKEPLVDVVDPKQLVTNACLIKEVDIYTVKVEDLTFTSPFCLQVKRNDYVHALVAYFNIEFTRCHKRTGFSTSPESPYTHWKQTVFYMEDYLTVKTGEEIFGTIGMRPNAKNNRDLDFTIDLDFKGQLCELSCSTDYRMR
MBD2 inh – blocks human MBD2 binding to methylated DNA; AID 686964; inhibition, % at 4.4 µM; 370,000 tested, 0.31% active; TR-FRET, MBD2 binding to methylated oligonucleotide; Q9UBB5; in the data active = inhibition above about 13%
rCAG binder – molecules binding r(CAG) RNA repeats | inhibition, % at 3 µM | 370,000 tested, 1.3% active | r(CAG) RNA repeat, TO-PRO-1 dye displacement fluorescence;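 active = inhibition above the plate cutoff, the mean of all test compounds on that plate plus 3 SD, cut at about 35% in these data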;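 also: 0% = DMSO alone and 100% = 100 µM mitoxantrone as full dye displacement; higher means more dye released from RNA so lower well fluorescence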
GC-B act – GC-B (human) receptor activation | P20594 | HEK293-GC-B cells, CNP EC30, cGMP TR-FRET; 0% at EC30 CNP, 100% saturating CNP | activation, % at 10 µM | 370,000 tested, 0.11% active | AID 1920062;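 active = activation at 10 µM reaching about 35% in either raw or pattern-adjusted values, limit read from the data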
TDP2 absorb – TDP2 (human) inhibition, absorbance primary screen. O95551. recombinant TDP2, T5PNP hydrolysis, p-nitrophenol absorbance 415 nm. inhibition, % at 12.8 µM. 370,000 tested, 0.34% active;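 active = inhibition above the mean of all tested compounds plus 3 SD, set per campaign, cut at about 25% in these data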;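 also: 0% = DMSO with enzyme and 100% = buffer with substrate but no TDP2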
Target sequence (O95551 whole entry, looked up): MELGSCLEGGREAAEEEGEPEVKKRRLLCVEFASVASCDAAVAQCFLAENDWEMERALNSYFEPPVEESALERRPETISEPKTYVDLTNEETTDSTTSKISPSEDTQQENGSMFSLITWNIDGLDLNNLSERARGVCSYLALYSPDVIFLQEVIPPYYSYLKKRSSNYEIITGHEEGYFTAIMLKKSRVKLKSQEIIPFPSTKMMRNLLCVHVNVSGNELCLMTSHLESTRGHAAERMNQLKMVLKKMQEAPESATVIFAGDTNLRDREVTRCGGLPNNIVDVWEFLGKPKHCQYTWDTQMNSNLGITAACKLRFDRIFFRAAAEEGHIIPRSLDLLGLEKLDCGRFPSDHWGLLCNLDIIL
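Evaluation: % inhibition relative to enzyme-containing and enzyme-free wells. Material: recombinant human TDP2. Benchmarks: enzyme-free and DMSO wells. Timing: enzyme reaction with compound for 2 h at 37 °C. Compound dosing: 12.8 µM only. Measured by: p-Nitrophenol epi absorbance. Reagent: T5PNP substrate at 5 mM, a TopII-DNA adduct mimic. Replication: single well per compound.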
ABHD4 inh – inhibits mouse alpha/beta hydrolase domain 4 | 370,000 tested, 0.54% active | inhibition, % at 8.92 µM | purified mABHD4, FP-Rh probe fluorescence polarization;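 active = inhibition exceeding the mean over every tested compound plus 3 SD, cut at about 30% in these data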;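 also: 0% = plate median of compound wells and 100% = S159A mutant with DMSO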
Target sequence (Q8VD66 whole entry, looked up, the tested form may be a part): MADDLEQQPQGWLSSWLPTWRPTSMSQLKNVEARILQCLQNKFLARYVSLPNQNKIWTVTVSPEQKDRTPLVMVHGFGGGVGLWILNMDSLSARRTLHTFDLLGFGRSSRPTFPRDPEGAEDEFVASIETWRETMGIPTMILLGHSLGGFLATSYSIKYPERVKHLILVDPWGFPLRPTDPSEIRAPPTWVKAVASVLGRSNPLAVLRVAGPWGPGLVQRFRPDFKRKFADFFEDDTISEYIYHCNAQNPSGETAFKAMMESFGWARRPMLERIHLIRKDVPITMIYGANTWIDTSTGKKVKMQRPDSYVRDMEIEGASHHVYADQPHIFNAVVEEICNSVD
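Assay system: mABHD4 protein; medium: HEPES pH 7.0, NaCl, Pluronic buffer; dosing: 8.92 µM, single dose; schedule: 45 min + 60 min at 25 °C; signal: FP readout, ex 525 nm / em 598 nm; read-out: normalized percent inhibition of probe labeling; repeats: single replicate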
TCR CD3 inh – blocks the human TCR-CD3 interaction; TAMRA-labeled TCR probe fluorescence, biochemical; inhibition, % at 9.4 µM; 360,000 tested, 0.37% active; in the data active = inhibition above about 19%;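 also: recombinant mutant TCR 2C K166C tagged with TAMRA read by polarization; 0% = receptor in buffer alone and 100% = receptor with positive control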
SIAE primary – blocks human sialic acid acetylesterase; Q9HAT2; 370,000 tested, 0.69% active; SIAE FP-Rh probe binding, fluorescence polarization; inhibition, % at 9.66 µM; AID 1053197;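 active = inhibition above a cutoff: mean of compounds within the control limits plus 3 SD of those, cut at about 17% in these data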;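 also: 0% = plate median of compound wells and 100% = probe without SIAE protein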
HTRA1 inh – HTRA1 (human) protease inhibition; 340,000 tested, 0.5% active; recombinant HTRA1, FP-rhodamine activity-based probe, fluorescence polarization; inhibition, % at 5.96 µM; AID 504803; Q92743; in the data active = inhibition above about 36%;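 also: 0% = enzyme with DMSO and 100% = wells lacking enzyme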
Starred values were filed as active, the others as inactive; . = not tested or not shown. The list is partial. The share of hits here may be higher or lower than overall.

SMILES	LEDGF integ inh	PRMT1 FP inh	MBD2 inh	rCAG binder	GC-B act	TDP2 absorb	ABHD4 inh	TCR CD3 inh	SIAE primary	HTRA1 inh
COc1ccc(/C=C(\C#N)C(=O)N2CCOCC2)cc1Br	-1	0	41*	1	-3	-5	1	1	-2	-1
Cc1cc(Nc2cccc(Br)c2)cc(=O)n1-c1cccc(Br)c1	3	0	0	12	24	-9	-8	-7	-6	.
CCn1cc([N+](=O)[O-])c(C(=O)N2N=C(c3cccc4ccccc34)CC2c2ccccc2O)n1 (centres undefined)	1	0	-3	8	-13	-2	-63	5	-64	-78
O=C(Cn1ccc2ccccc2c1=O)NCCC(=O)Nc1ccc2c(c1)OCCO2	2	1	0	-1	0	7	3	2	6	6
Cc1ccc(OCCOC(=O)c2cc(S(=O)(=O)N3CCCCC3)ccc2N2CCOCC2)cc1	-5	-1	7	2	-1	10	12	10	0	-24
O=C(CCN1C(=O)c2ccccc2S1(=O)=O)Nc1ccc(F)cc1F	6	-2	-1	-1	-4	-5	-7	-4	5	-5
Cc1c(C(=O)Nc2nccs2)sc2nc(-c3cccs3)cc(C(F)(F)F)c12	1	-4	2	8	-4	-3	-4	4	-11	-12
O=C(CCc1ccccc1)Nc1ccnn1C1CCN(Cc2ncc[nH]2)CC1	-5	-1	1	-3	1	-1	0	9	1	-2
CCOc1ccc2nc(-c3cc(NC(C)=O)ccc3O)sc2c1	-8	2	0	6	-17	-3	4	-2	1	1
Cc1cc([N+](=O)[O-])nn1CC(=O)Nc1nc2ccccc2s1	5	-8	2	2	0	-1	-7	6	11	-3
Cc1ccc(C)c(CN2CCC(CNC(=O)Nc3ccc(Cl)cc3)CC2)c1	-5	-4	-1	0	-8	8	4	-4	-5	-8
Oc1c(Cl)cc(Cl)cc1C=Nc1ccc(Br)cc1	2	0	0	4	-7	-10	10	-1	-8	-1
Clc1cccc(C2CCN(Cc3nc(CC4CC4)no3)C2)c1 (centres undefined)	35*	-1	0	-5	3	-2	-7	0	-4	1
O=C(NNC(=O)c1cccs1)c1ccc(Br)o1	-3	-1	-5	2	6	4	2	11	-3	2
Cc1cc(NC(=O)C(C)SCC(=O)OCc2ccc([N+](=O)[O-])cc2)no1 (centres undefined)	1	-1	3	1	2	-7	-6	4	-9	-4
Cc1ccc(C(=O)NNC(=O)c2cc3ccccc3cc2O)cc1	-5	1	-8	23	-7	-26	16	24*	12	19
CC(O)[C@H]1CNCCN1CCc1cc(C(F)(F)F)cc(C(F)(F)F)c1 (some centres undefined)	0	-1	-2	3	1	10	4	-1	-2	2
COc1cc(CN2CCN(C3CCC3)CC2CCO)cc(OC)c1 (centres undefined)	-5	-1	0	-3	0	9	5	4	2	-3
Nc1c(C(=O)NC2CC2)c2nc3ccccc3nc2n1-c1ccc2c(c1)OCO2	0	6	-7	1	6	2	19	18	0	0
O=C(NCc1ccco1)c1cc(-c2cccnc2)nc2ccccc12	5	-2	-3	2	-3	12	-3	2	2	0
COc1cccc2c(SCC(=O)N/N=C/c3ccccc3)cc(C)nc12	5	47*	-3	3	-14	4	-5	2	-3	-6
CCOc1ccccc1-n1nnnc1SCC(=O)NC(=O)Nc1ccc2c(c1)OCCO2	-1	-2	0	1	5	4	-7	9	0	-6
CC(Sc1nnc(-c2ccccc2F)o1)C(=O)Nc1ccc(N2CCOCC2)cc1 (centres undefined)	0	0	6	3	0	14	-1	2	7	2
COc1cc(/C=C(\C#N)C(N)=O)ccc1OS(=O)(=O)c1ccc(C)cc1	2	4	10	2	-10	13	6	-4	6	-17
Cc1ccc(CN2CCCN(Cc3c(F)cccc3Cl)S2(=O)=O)cc1	-1	-3	-2	-1	10	3	-10	-1	-8	-31

Profiles, quoted from the list. Order of values: LEDGF integ inh | PRMT1 FP inh | MBD2 inh | rCAG binder | GC-B act | TDP2 absorb | ABHD4 inh | TCR CD3 inh | SIAE primary | HTRA1 inh
Entry for `Clc1cccc(C2CCN(Cc3nc(CC4CC4)no3)C2)c1` (centres undefined) → 35* | -1 | 0 | -5 | 3 | -2 | -7 | 0 | -4 | 1
Entry for `COc1cc(/C=C(\C#N)C(N)=O)ccc1OS(=O)(=O)c1ccc(C)cc1` → 2 | 4 | 10 | 2 | -10 | 13 | 6 | -4 | 6 | -17
Entry for `O=C(CCN1C(=O)c2ccccc2S1(=O)=O)Nc1ccc(F)cc1F` → 6 | -2 | -1 | -1 | -4 | -5 | -7 | -4 | 5 | -5
Entry for `COc1cccc2c(SCC(=O)N/N=C/c3ccccc3)cc(C)nc12` → 5 | 47* | -3 | 3 | -14 | 4 | -5 | 2 | -3 | -6
Entry for `O=C(Cn1ccc2ccccc2c1=O)NCCC(=O)Nc1ccc2c(c1)OCCO2` → 2 | 1 | 0 | -1 | 0 | 7 | 3 | 2 | 6 | 6

New compounds follow.
SMILES	LEDGF integ inh	PRMT1 FP inh	MBD2 inh	rCAG binder	GC-B act	TDP2 absorb	ABHD4 inh	TCR CD3 inh	SIAE primary	HTRA1 inh
COC(C(=O)N/N=C(\C)c1ccc(C)cc1)c1ccccc1 (centres undefined)	-4	3	4	-6	6	6	8	-6	0	0
COc1cccc(C(C(=O)NCc2ccccc2)N2CCN(c3cccc(C)c3C)CC2)c1OC (centres undefined)	-6	-2	8	3	-1	-3	10	2	0	.
S=C(Nc1ccccc1Cl)N1CCN(c2ccccn2)CC1	0	2	-4	1	1	-14	6	-10	3	9
CC(C)c1nnc(NC(=O)CCC(=O)NCc2ccco2)s1	-4	-2	4	-3	8	4	4	-2	11	4
CCOC(=O)COc1nc(-c2ccc(Cl)cc2)cc(-c2ccco2)c1C#N	2	-2	0	2	12	-20	7	2	1	-1
CCCCC(=O)NN(C)c1nc(-c2ccccc2)nnc1C(F)(F)F	0	0	-3	1	-1	5	-3	4	-2	9
COc1cccc(C(C(=O)NC2CCCCC2)N(CC2CCCO2)C(=O)CNC(=O)c2ccco2)c1 (centres undefined)	0	-1	3	-6	-5	-4	4	1	-5	4
Cc1ccc(/C=C/C(=O)O)cc1S(=O)(=O)N1CCc2ccccc21	6	0	0	9	1	-10	-6	4	0	-10
COc1ccccc1C(=O)NCC(=O)N/N=C/c1ccc([N+](=O)[O-])cc1	1	1	-5	0	-9	5	3	6	-3	1
O=C(CSc1nnc(-c2ccccn2)n1Cc1ccccc1)NC1CCCC1	1	1	1	-10	4	-4	2	-8	1	-1
O=C(Nc1c(-c2ccccc2)[nH][nH]c1=O)c1ccccc1	8	6	-4	4	4	35*	-1	-6	5	.
CC(C)CNC(=O)CSc1nc2scc(-c3ccccc3)c2c(=O)[nH]1	3	-1	-3	14	-6	-2	-5	3	1	-9
CCN(CC)CCC(c1cc(OC)c(OC)c(OC)c1)c1c(O)cc(OC)cc1OC (centres undefined)	3	-4	2	-2	-16	0	-4	2	6	-2
NC(=O)c1ccccc1NC(=O)c1ccccc1Cl	4	-1	2	5	5	8	-3	-1	5	3
CN1C(=O)C(O)(CC(=O)/C=C/C=C/c2ccccc2)c2ccccc21 (centres undefined)	0	-3	-5	1	2	2	1	10	0	-4
Cc1ccc(NC(=O)C2CCCN2S(=O)(=O)c2cccc3cccnc23)cc1F (centres undefined)	0	5	5	0	-3	9	-3	0	-7	-8
COc1ccc(OC(C)C(=O)N(C)Cc2nc(-c3ccc(OC)cc3)no2)cc1 (centres undefined)	1	1	-2	-7	-5	-11	-1	-3	-6	3
C/C(=N\O)c1ccco1	0	1	-2	3	1	-2	11	3	-1	-3
COc1ccc(C(CNC(=O)CN2C(=O)NC(C)(c3ccc4ccccc4c3)C2=O)N2CCCC2)cc1 (centres undefined)	1	-1	3	1	3	-21	-3	-12	-1	-4
CC(=O)Nc1ccc(S(=O)(=O)NCCS(=O)(=O)N2CCN(c3ccccc3)CC2)cc1	-4	3	-3	5	1	-3	7	-5	1	-1
Cc1ccc(S(=O)(=O)N(CC(=O)O)Cc2ccco2)cc1	1	5	1	3	0	8	6	5	-2	4
CC12C=CC(C)(C3C(=O)NC(=O)C31)C1C3C(=O)NC(=O)C3C12 (centres undefined)	1	0	1	3	-2	-2	3	4	0	.
CCN(Cc1nc(-c2ccc(OC)cc2)no1)C(=O)c1ccc2c(c1)OCO2	2	0	-5	-6	-4	-5	4	2	-1	-2
CCN(CC(=O)NCc1ccc(Cl)cc1)C(=O)c1sccc1C	6	-7	-1	2	5	-10	-6	0	-5	4
O=C(c1ccc(F)cc1)N1CCN(c2ncccn2)CC1	-1	1	4	1	-2	-4	-3	-7	-3	2

(further entries)
SMILES	LEDGF integ inh	PRMT1 FP inh	MBD2 inh	rCAG binder	GC-B act	TDP2 absorb	ABHD4 inh	TCR CD3 inh	SIAE primary	HTRA1 inh
COc1ccc(NC(=O)c2ccc3[nH]c(C)c(C)c3c2)c(OC)c1	-4	3	3	4	-6	-2	12	0	1	11
COc1ccc(NC(=O)CSCC(=O)Nc2cccc(S(=O)(=O)N3CCCCCC3)c2)cc1	0	-1	-3	4	-4	8	2	2	5	-7
O=[N+]([O-])c1cccc(COc2cccc(CO)c2)c1	1	-3	4	2	-6	-18	-6	-8	-1	-1
COc1ccc(C=C2CCC3C(=O)CCCC3(C)C2=O)cc1 (centres undefined)	-2	3	0	1	-2	3	-4	-8	-4	-6
Cn1c(SCC(=O)c2ccccc2)nnc1C1CC1	4	2	-5	-5	2	10	-3	-3	3	2
COc1ccc(NC(=O)CSc2nnc(-c3ccccc3C)n2C)cc1	-3	0	-1	-2	-6	5	-2	8	6	-2
Cn1c(N)c(C(=O)COC(=O)c2ccc(Cl)nc2)c(=O)n(C)c1=O	1	1	0	-1	0	6	2	1	-1	3
COC(=O)C1=C(C)N(c2cc(C)cc(C)c2)/C(=C/c2ccco2)C1=O	-5	4	2	-4	-10	-7	-2	-2	-4	2
COC(=O)c1ccc(C(=O)NC2CCCc3c2cnn3-c2ccc(C)c(C)c2)cc1 (centres undefined)	-2	0	-1	-4	0	6	1	1	-1	-15
Nn1c(SCC(=O)NCC2CCCO2)nnc1-c1cc(Cl)ccc1Cl (centres undefined)	1	-1	2	0	-2	1	14	4	6	1
CCCC1(C(=O)OC)NC(c2cccc(F)c2)C2C(=O)N(CC)C(=O)C21 (centres undefined)	-2	1	3	0	-6	-11	-3	-9	-3	4
CC(=O)OCCn1c([N+](=O)[O-])cnc1C=[N+]([O-])C1CCCCC1	3	-5	-4	0	-4	-2	-5	5	2	3
CCN(CC(=O)NCc1cccs1)S(=O)(=O)c1cccc(C(C)=O)c1	-1	8	5	4	-1	-4	10	8	-5	0
O=[N+]([O-])c1cc(-c2csc(NCCc3nc4cc(C(F)(F)F)ccc4n3CCCO)n2)ccc1Cl	4	4	3	23	-2	-9	21	3	4	-30
COc1cccc(NC(=O)C(=O)NCC(c2ccco2)N2CCc3ccccc3C2)c1 (centres undefined)	3	3	-5	-3	-3	1	-1	-2	1	-9
Cc1ccc(C)c(N2CCN(C(=O)Cn3ncc4c([nH]c5ccc(C)cc54)c3=O)CC2)c1	-1	-2	0	3	-2	-12	-7	1	-1	3
Cc1ccc(NC(=O)c2ccc3nsnc3c2)c(Cl)c1	-1	0	-1	0	-10	-9	4	12	-3	4
CN(Cc1ccccc1)C(=O)c1csc(COCCO)n1	-3	-2	1	0	1	1	-3	8	0	.
